Screening data: PubChem BioAssay, several laboratories
Dengue-2 NS5 capping = Dengue-2 NS5 methyltransferase inhibitors, primary screen, biochemical, confirmation dose response (AID 588689); Dengue-2 NS5 methyltransferase capping enzyme assay, biochemical; higher % means a stronger effect; inhibition, % at 25 µM; hits with a dose series show IC50 in µM; actives 0.3% (n = 340,000); in the data active = a potency from the dose series
NTR1 ag = agonists of NTR1, primary screen, imaging, U2OS cells, beta-arrestin-GFP, high content (AID 493036). NTR1-U2OS beta-arrestin-GFP spot imaging, agonist mode. activation, % at 20 µM. actives 0.17% (n = 330,000);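 active = activation at or above 40% of the spot to cytoplasm intensity ratio, with at least 20 cells analyzed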;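 also: 0% = DMSO without peptide and 100% = 100 nM NTR1 peptide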
Target sequence (P30989 whole entry, looked up): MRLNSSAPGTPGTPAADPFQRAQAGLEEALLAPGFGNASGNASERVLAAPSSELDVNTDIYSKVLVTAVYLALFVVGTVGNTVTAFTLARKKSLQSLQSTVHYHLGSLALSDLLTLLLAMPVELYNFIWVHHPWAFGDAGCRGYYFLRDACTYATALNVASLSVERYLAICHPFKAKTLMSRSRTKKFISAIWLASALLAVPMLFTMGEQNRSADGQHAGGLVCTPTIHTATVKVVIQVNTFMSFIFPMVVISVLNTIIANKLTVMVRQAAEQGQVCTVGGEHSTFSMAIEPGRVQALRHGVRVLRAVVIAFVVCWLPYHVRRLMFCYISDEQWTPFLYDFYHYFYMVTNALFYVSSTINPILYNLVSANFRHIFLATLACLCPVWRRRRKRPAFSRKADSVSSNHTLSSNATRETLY
GPR35 arrestin U2OS = GPR35 antagonists blocking zaprinast-driven arrestin recruitment, primary screen, imaging, U2OS, beta-arrestin-GFP, zaprinast agonist (AID 2058). U2OS GPR35 beta-arrestin-GFP translocation imaging, zaprinast antagonism; higher % means a stronger effect. inhibition, % at 10 µM; hits with a dose series show IC50 in µM. actives 0.052% (n = 290,000);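 active = inhibition of at least 50% with at least 30 cells and total cytoplasm GFP at most 10,000,000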
Autophagy mod = alters autophagy in cells; actives 0.98% (n = 190,000); MEF GFP-LC3 puncta imaging; test concentration mostly 10 µM; calls only at 10 µM (by protocol);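 active = percentage of spot-positive cells more than 3 SD above its plate mean, without a fluorescence outlier flag or 80% toxicity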;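 also: spot-positive cell cutoff set from DMSO-treated cells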
LYP inhibition = inhibitors of LYP phosphatase, biochemical, fluorescence intensity, uHTS (AID 1779). recombinant LYP phosphatase, fluorescence intensity; higher % means a stronger effect. inhibition, % at 11.5 µM; hits with a dose series show IC50 in µM. actives 0.054% (n = 290,000); in the data active = inhibition above about 50%;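 also: plate controls were vehicle with enzyme for no effect and no enzyme for full effect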
UTI89 phage lysis = protection from phage-mediated lysis, alamar blue read-out – E. coli UTI89, K1F phage, bacterial capsule biogenesis inhibitors (AID 488966). E. coli UTI89 K1F phage lysis, alamar blue, 2 h; higher % means a stronger effect. actives 0.02% (n = 340,000). inhibition, % at 100 µM; hits with a dose series show IC50 in µM;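 active = phage lysis inhibition, versus mean bacterial control, above a set limit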;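 also: capsule biogenesis inhibitors block K1F phage lysis so surviving cells raise fluorescence; higher fluorescence means more inhibition of phage lysis; actives were called in the ten point dose series up to 300 µM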
AID2073 = disruptors of CaV2.2 binding to Mint1 – biochemical, HTRF (AID 2073); actives 0.19% (n = 290,000); inhibition, % at 20 µM, or IC50 in µM where a hit was titrated; HTRF protein-protein interaction, Mint1-CaV2.2; higher % means a stronger effect; in the data active = inhibition mostly above about 51%, no sharp cut-off; also: some results filed as inactive read as strong as hits
RSV CPE inhibition = inhibition of RSV-induced cytopathic effect – HEp-2 cells, primary 10 µM value included (AID 2391) | HEp-2 cells, RSV-induced CPE inhibition; higher % means a stronger effect | CPE inhibition, % at 10 µM, or IC50 in µM where a hit was titrated | actives 0.13% (n = 310,000); in the data active = a potency from the dose series; also: strong numbers were not always called active
WT yeast gro inh = growth inhibition of WT yeast, mitochondrial fusion screen; inhibition, % at 10 µM; actives 2.1% (n = 190,000); mitochondrial fusion phenotypic screen, WT strain; AID 1362; in the data active = inhibition above about 58%; tested in S. cerevisiae
WT yeast gro inh mutant strain = further read-out of WT yeast gro inh, marked with its call; inhibition, %; mitochondrial fusion phenotypic screen, mutant strain inhibition
Autophagy mod cell loss 18 h = also measured in Autophagy mod; calls as there; toxicity, %; measured here: cell loss, nuclei count;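 cell loss after 18 h compound exposure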
NTR1 ag cell count 20 µM = recorded beside NTR1 ag, whose call it bears; cell count; measured here: cell count, cytotoxicity flag
Dengue-2 NS5 capping pilot replicate = recorded beside Dengue-2 NS5 capping, whose call it bears; inhibition, %; measured here: pilot screen replicate inhibition
* marks the source's active call; other numbers are inactive results; [ ] = dose if it differs, or a comment.

What do the screens show for `O[C@@H](c1cc(C(F)(F)F)nc2c(C(F)(F)F)cccc12)[C@H]1CCCCN1`?
Dengue-2 NS5 capping: -3%; NTR1 ag: 16; UTI89 phage lysis: -17%; RSV CPE inhibition: -1.1%; NTR1 ag cell count 20 µM: 45

Results for COc1cccc(NC(=O)COC(=O)CNS(=O)(=O)c2c(F)cccc2F)c1 ?
Dengue-2 NS5 capping: 4%; NTR1 ag: 1.0; GPR35 arrestin U2OS: 10%; Autophagy mod: inactive; LYP inhibition: -9%; UTI89 phage lysis: 0.4%; AID2073: 0%; RSV CPE inhibition: 0.7%; WT yeast gro inh: -6; WT yeast gro inh mutant strain: 1; Autophagy mod cell loss 18 h: -13; NTR1 ag cell count 20 µM: 67

What do the screens show for `CC(O)c1nc2ccccc2n1CC(=O)Nc1ccc(F)cc1Cl` (stereo not given)?
Dengue-2 NS5 capping: -9%; NTR1 ag: -0.2; GPR35 arrestin U2OS: -13%; Autophagy mod: inactive; LYP inhibition: 1%; UTI89 phage lysis: 0.3%; AID2073: 27%; RSV CPE inhibition: 0.5%; WT yeast gro inh: -15; WT yeast gro inh mutant strain: 17; Autophagy mod cell loss 18 h: 3; NTR1 ag cell count 20 µM: 44

How did OC(COCc1ccccc1)CN1CCN(c2ccccc2F)CC1 (stereo not given) do in these assays?
Dengue-2 NS5 capping: 1%; NTR1 ag: -2.8; GPR35 arrestin U2OS: 2%; Autophagy mod: inactive; LYP inhibition: 0%; UTI89 phage lysis: 0.3%; AID2073: -2%; RSV CPE inhibition: -0.9%; WT yeast gro inh: -19; WT yeast gro inh mutant strain: -6; Autophagy mod cell loss 18 h: 9; NTR1 ag cell count 20 µM: 64; Dengue-2 NS5 capping pilot replicate: 0.6

How did O=C1CSC2(CCCCC2)N1CCO do in these assays?
Dengue-2 NS5 capping: 10%; NTR1 ag: 0.3; GPR35 arrestin U2OS: 19%; Autophagy mod: inactive; LYP inhibition: -10%; UTI89 phage lysis: 0.1%; AID2073: 5%; RSV CPE inhibition: 0.8%; WT yeast gro inh: -5; WT yeast gro inh mutant strain: 2; Autophagy mod cell loss 18 h: 6; NTR1 ag cell count 20 µM: 79

How did O=C(OCc1ccc([N+](=O)[O-])cc1)c1cc(S(=O)(=O)N2CCCCC2)ccc1N1CCOCC1 do in these assays?
Dengue-2 NS5 capping: -3%; NTR1 ag: 0.7; UTI89 phage lysis: 1.5%[50 µM]; RSV CPE inhibition: 2.3%; NTR1 ag cell count 20 µM: 55

Results for O=C(NNC1CC(=O)N(c2ccccc2)C1=O)c1ccc(COc2ccccc2Cl)o1 (stereo not given) ?
Dengue-2 NS5 capping: 7%; NTR1 ag: 6.3; GPR35 arrestin U2OS: 6%; Autophagy mod: inactive; LYP inhibition: 1%; UTI89 phage lysis: 0.1%; AID2073: 8%; RSV CPE inhibition: 3.1%; WT yeast gro inh: 12; WT yeast gro inh mutant strain: -4; Autophagy mod cell loss 18 h: -6; NTR1 ag cell count 20 µM: 74

What do the screens show for `Cc1c(NC(=O)c2nn3c(c2Br)NC(c2ccccc2)CC3C(F)(F)F)c(=O)n(-c2ccccc2)n1C` (stereo not given)?
Dengue-2 NS5 capping: -3%; NTR1 ag: -0.6; GPR35 arrestin U2OS: -12%; Autophagy mod: inactive; LYP inhibition: 3%; UTI89 phage lysis: 0.0%[50 µM]; AID2073: -5%; RSV CPE inhibition: 2.9%; WT yeast gro inh: -19; WT yeast gro inh mutant strain: -14; Autophagy mod cell loss 18 h: 6; NTR1 ag cell count 20 µM: 78

How did Cc1ccc(C)n1-n1cnc2sc3c(c2c1=O)CCCCC3 do in these assays?
Dengue-2 NS5 capping: 8%; NTR1 ag: 4.4; GPR35 arrestin U2OS: -5%; Autophagy mod: inactive; LYP inhibition: 3%; UTI89 phage lysis: 3.9%; AID2073: 6%; RSV CPE inhibition: 0.8%; Autophagy mod cell loss 18 h: 2; NTR1 ag cell count 20 µM: 52

How did O=C(c1cc2ccccc2oc1=O)N1CCOCC1 do in these assays?
Dengue-2 NS5 capping: 5%; NTR1 ag: 0.6; GPR35 arrestin U2OS: 19%; LYP inhibition: -2%; UTI89 phage lysis: 0.4%; AID2073: 8%; RSV CPE inhibition: 0.4%; NTR1 ag cell count 20 µM: 44

The closing 2 entries of the part before lead into the next:
How did Cc1ccc(C)n1-n1cnc2sc3c(c2c1=O)CCCCC3 do in these assays?
Dengue-2 NS5 capping: 8%; NTR1 ag: 4.4; GPR35 arrestin U2OS: -5%; Autophagy mod: inactive; LYP inhibition: 3%; UTI89 phage lysis: 3.9%; AID2073: 6%; RSV CPE inhibition: 0.8%; Autophagy mod cell loss 18 h: 2; NTR1 ag cell count 20 µM: 52

How did O=C(c1cc2ccccc2oc1=O)N1CCOCC1 do in these assays?
Dengue-2 NS5 capping: 5%; NTR1 ag: 0.6; GPR35 arrestin U2OS: 19%; LYP inhibition: -2%; UTI89 phage lysis: 0.4%; AID2073: 8%; RSV CPE inhibition: 0.4%; NTR1 ag cell count 20 µM: 44

What do the screens show for `O=C(COC(=O)C1=COCCO1)NC(=O)c1ccc(OC(F)F)cc1`?
Dengue-2 NS5 capping: -2%; NTR1 ag: 0.2; GPR35 arrestin U2OS: -1%; Autophagy mod: inactive; LYP inhibition: -1%; UTI89 phage lysis: 0.3%; AID2073: -5%; RSV CPE inhibition: -0.3%; WT yeast gro inh: -15; WT yeast gro inh mutant strain: 11; Autophagy mod cell loss 18 h: -5; NTR1 ag cell count 20 µM: 57

How did CC(=O)OCCN(CCCn1c(-c2ccncc2)nc2ccccc21)c1nc(CN2CCCCC2)cs1 do in these assays?
Dengue-2 NS5 capping: -8%; NTR1 ag: -0.5; GPR35 arrestin U2OS: 10%; LYP inhibition: -9%; UTI89 phage lysis: 0.9%; AID2073: 1%; RSV CPE inhibition: 1.7%; NTR1 ag cell count 20 µM: 89

What do the screens show for `Cc1ccccc1OS(=O)(=O)c1cn(C)c(=O)n(C)c1=O`?
Dengue-2 NS5 capping: -4%; NTR1 ag: -1.8; GPR35 arrestin U2OS: -6%; Autophagy mod: inactive; LYP inhibition: -9%; UTI89 phage lysis: 0.0%; AID2073: -1%; RSV CPE inhibition: 2.9%; WT yeast gro inh: 2; WT yeast gro inh mutant strain: 10; Autophagy mod cell loss 18 h: 4; NTR1 ag cell count 20 µM: 53

How did O=C1C(=O)N(c2cccc(Cl)c2)C(c2ccccc2[N+](=O)[O-])/C1=C(\O)c1ccccc1 (stereo not given) do in these assays?
Dengue-2 NS5 capping: 14%; NTR1 ag: 2.3; GPR35 arrestin U2OS: 6%; Autophagy mod: inactive; LYP inhibition: -7%; UTI89 phage lysis: -1.0%; AID2073: -9%; RSV CPE inhibition: 2.9%; WT yeast gro inh: -6; WT yeast gro inh mutant strain: -1; Autophagy mod cell loss 18 h: 20; NTR1 ag cell count 20 µM: 74

What do the screens show for `CCN(CC)S(=O)(=O)c1cccc(C(=O)NC2CCCCC2)c1`?
Dengue-2 NS5 capping: -1%; NTR1 ag: 3.5; GPR35 arrestin U2OS: 8%; Autophagy mod: inactive; LYP inhibition: -9%; UTI89 phage lysis: 3.9%; AID2073: 1%; RSV CPE inhibition: 1.3%; WT yeast gro inh: 1; WT yeast gro inh mutant strain: -12; Autophagy mod cell loss 18 h: -1; NTR1 ag cell count 20 µM: 56

How did S=C(NCc1ccco1)N1CCOCC1 do in these assays?
Dengue-2 NS5 capping: 1%; NTR1 ag: -1.0; GPR35 arrestin U2OS: -17%; Autophagy mod: inactive; LYP inhibition: -4%; UTI89 phage lysis: 0.2%; AID2073: 24%; RSV CPE inhibition: 2.3%; WT yeast gro inh: -10; WT yeast gro inh mutant strain: -11; Autophagy mod cell loss 18 h: 25; NTR1 ag cell count 20 µM: 23

Results for COc1ccc(NC(=O)OCCN2CCN(Cc3ccccc3)CCC2=O)cc1 ?
Dengue-2 NS5 capping: 4%; NTR1 ag: 0.7; GPR35 arrestin U2OS: -3%; Autophagy mod: inactive; LYP inhibition: -6%; UTI89 phage lysis: -1.4%; AID2073: 6%; RSV CPE inhibition: -1.4%; WT yeast gro inh: -5; WT yeast gro inh mutant strain: -16; Autophagy mod cell loss 18 h: 7; NTR1 ag cell count 20 µM: 79

How did Cc1ccc(Nc2c([N+](=O)[O-])cc(C(=O)N3CC(=O)Nc4ccccc43)cc2[N+](=O)[O-])c(C)c1 do in these assays?
Dengue-2 NS5 capping: 16%; NTR1 ag: 9.2; GPR35 arrestin U2OS: -7%; Autophagy mod: inactive; LYP inhibition: 9%; UTI89 phage lysis: -0.1%; AID2073: -1%; RSV CPE inhibition: -0.4%; WT yeast gro inh: -1; WT yeast gro inh mutant strain: -15; Autophagy mod cell loss 18 h: 0; NTR1 ag cell count 20 µM: 49

How did COc1cc(/C=N/NC(=O)NC23CC4CC(CC(C4)C2)C3)ccc1OCC(N)=O do in these assays?
Dengue-2 NS5 capping: 0%; NTR1 ag: 6.7; GPR35 arrestin U2OS: 3%; LYP inhibition: -2%; UTI89 phage lysis: -1.0%[50 µM]; AID2073: 1%; RSV CPE inhibition: 0.5%; NTR1 ag cell count 20 µM: 41

How did CC(C)C(NS(=O)(=O)c1cc(C(=O)O)ccc1Cl)C(=O)O (stereo not given) do in these assays?
Dengue-2 NS5 capping: 5%; NTR1 ag: -1.5; GPR35 arrestin U2OS: -6%; Autophagy mod: inactive; LYP inhibition: -5%; UTI89 phage lysis: 0.2%; AID2073: 2%; RSV CPE inhibition: -0.5%; WT yeast gro inh: -18; WT yeast gro inh mutant strain: 9; Autophagy mod cell loss 18 h: -8; NTR1 ag cell count 20 µM: 59

Results for O=C1CC(c2c[nH]c3ccccc23)C(=O)N1c1ccccc1 (stereo not given) ?
Dengue-2 NS5 capping: -5%; NTR1 ag: -1.7; GPR35 arrestin U2OS: -3%; Autophagy mod: inactive; LYP inhibition: -7%; UTI89 phage lysis: 0.3%; AID2073: 14%; RSV CPE inhibition: 0.5%; WT yeast gro inh: 7; WT yeast gro inh mutant strain: 14; Autophagy mod cell loss 18 h: 2; NTR1 ag cell count 20 µM: 76

Results for COc1ccccc1N1CCN(c2cc(C)nc3nc(C)nn23)CC1 ?
Dengue-2 NS5 capping: 2%; NTR1 ag: 4.1; GPR35 arrestin U2OS: 12%; Autophagy mod: inactive; LYP inhibition: -4%; UTI89 phage lysis: -1.6%; AID2073: 8%; RSV CPE inhibition: 0.4%; WT yeast gro inh: 6; WT yeast gro inh mutant strain: -2; Autophagy mod cell loss 18 h: -12; NTR1 ag cell count 20 µM: 44

Results for O=C(CCNS(=O)(=O)c1ccccc1C(F)(F)F)NNC(=O)C1COc2ccccc2O1 (stereo not given) ?
Dengue-2 NS5 capping: 0%; NTR1 ag: -0.5; UTI89 phage lysis: -1.2%; RSV CPE inhibition: -1.6%; NTR1 ag cell count 20 µM: 59

Results for CCCCN1C(Nc2ccccc2)=NC[C@@H]1Cc1ccccc1 ?
Dengue-2 NS5 capping: 5%; NTR1 ag: -4.2; UTI89 phage lysis: 1.8%; RSV CPE inhibition: 0.0%; NTR1 ag cell count 20 µM: 76

Rows were taken by chance; 2.6% or so of the library scored in one or more.
